Screening results (PubChem)
GPR151 ag: activators of human GPR151; Q8TDV0; PathHunter beta-arrestin GPR151 cells, luminescence; activation, % at 11.2 µM; 1% of 650,000 active; in the data active means activation above about 4.9%;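 further: 0% = median of compound wells and 100% = cells with positive control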
Target sequence (Q8TDV0 whole entry, looked up): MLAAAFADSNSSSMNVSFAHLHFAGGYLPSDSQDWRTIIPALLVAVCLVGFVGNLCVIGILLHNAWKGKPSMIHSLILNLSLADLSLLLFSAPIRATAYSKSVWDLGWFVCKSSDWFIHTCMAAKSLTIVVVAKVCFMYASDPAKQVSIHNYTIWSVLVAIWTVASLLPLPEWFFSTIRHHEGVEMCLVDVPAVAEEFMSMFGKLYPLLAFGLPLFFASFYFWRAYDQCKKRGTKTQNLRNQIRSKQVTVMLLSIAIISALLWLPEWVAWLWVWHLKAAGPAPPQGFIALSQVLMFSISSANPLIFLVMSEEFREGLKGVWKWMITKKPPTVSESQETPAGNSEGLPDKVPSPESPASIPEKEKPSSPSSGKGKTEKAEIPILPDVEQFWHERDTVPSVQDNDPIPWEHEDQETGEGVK
MITF inh: blocks human microphthalmia-associated transcription factor. O75030. AlphaScreen MITF homodimerization, bead proximity signal. inhibition, % at 2.6 µM. 0.91% of 650,000 active. AID 1259374; in the data active means inhibition above about 50%;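 further: 0% = vehicle wells with protein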
Target sequence (O75030 whole entry, looked up): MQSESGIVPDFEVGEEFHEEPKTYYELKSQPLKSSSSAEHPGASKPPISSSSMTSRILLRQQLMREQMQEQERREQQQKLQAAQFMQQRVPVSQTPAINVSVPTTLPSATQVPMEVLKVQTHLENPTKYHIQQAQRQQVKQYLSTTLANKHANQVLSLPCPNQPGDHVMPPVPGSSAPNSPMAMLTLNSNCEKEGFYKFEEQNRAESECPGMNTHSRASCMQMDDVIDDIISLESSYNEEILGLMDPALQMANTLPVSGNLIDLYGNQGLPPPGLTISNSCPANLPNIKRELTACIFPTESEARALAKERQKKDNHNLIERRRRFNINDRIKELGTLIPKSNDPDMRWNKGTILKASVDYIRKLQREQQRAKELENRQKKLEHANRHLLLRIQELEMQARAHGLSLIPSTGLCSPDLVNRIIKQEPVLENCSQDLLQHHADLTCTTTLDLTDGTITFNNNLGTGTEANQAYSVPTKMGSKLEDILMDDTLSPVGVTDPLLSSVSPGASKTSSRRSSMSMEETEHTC
TEAD-YAP inh: TEAD-YAP interaction inhibition; inhibition, % at 9.12 µM; AID 1259422; HEK-TIYL cells, TEAD-Gal4/YAP UAS-luciferase luminescence; 1.4% of 640,000 active; in the data active means inhibition above about 32%;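 further: 0% = median of test compound wells and 100% = reference inhibitor wells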
FBW7 act: human FBW7 E3 ligase activation, primary screen. AlphaScreen FBW7–phospho-cyclin E peptide binding, activator screen. Q969H0. 0.13% of 650,000 active. AID 1259310. normalized activity (activation), % at 26.1 µM; in the data active means normalized activity above about 1.9%;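 further: purified mutant Fbw7 with reduced substrate affinity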
Starred values were filed as active, the others as inactive; . = no result given.

nr	SMILES	GPR151 ag	MITF inh	TEAD-YAP inh	FBW7 act
1	COc1cc(C2C3=C(CCCC3=O)NC3=C2C(=O)c2ccccc23)ccc1O (centres undefined)	-0.3	10	-2	-0.4
2	COc1cc2nc(NCc3ccc4c(c3)OCO4)nc(NCCCN3CCCC3=O)c2cc1OC	0.1	1	-8	-0.1
3	CCN(CC)C(=O)C1CCCN(c2nc(C)cc(Nc3cc(OC)c(OC)c(OC)c3)n2)C1 (centres undefined)	-1.0	10	3	0.1
4	CCc1nnc(NC(=O)CSc2nc3cc(OC)c(OC)cc3cc2C)s1	0.0	13	3	0.1
5	O=C(COC(=O)c1cc(O)[nH]c(=O)c1)Nc1ccc([N+](=O)[O-])cc1Br	-1.6	-4	10	0.0
6	CCc1ccc(-n2c(=S)sc3c(=O)n(-c4ccc(C)cc4)c(SCc4ccccc4C)nc32)cc1	-1.5	3	2	0.2
7	CCOc1ccccc1C1CC(=O)NC2=C1C(=O)CC(c1cc(OC)ccc1OC)C2 (centres undefined)	-0.5	2	0	-0.4
8	O=C(NCc1ccc(Cl)cc1)C(=O)NCc1cccnc1	-2.0	10	-3	0.0
9	CCC(C)(C)c1ccc(OCCCC[n+]2ccccc2)c(C(C)(C)CC)c1	0.6	2	26	0.1
10	CCn1c(C)nc2cc(C(=O)NNC(=O)C34CC5CC(CC(Cl)(C5)C3)C4)ccc21	-2.2	-2	-4	0.0
11	CC(C)n1c(NCc2ccccc2)nc2c1c(=O)n(C)c(=O)n2C	0.3	24	-5	0.8
12	Clc1ccc(Cc2nc(-c3cccnc3)no2)cc1	2.4	20	6	0.5
13	CCOc1ccccc1-n1nnnc1SCCN	0.5	16	-4	-0.2
14	CSc1ccc(C(=O)N2CCC[C@@H]3CN(CCC(C)C)CC[C@H]32)cc1	0.0	-8	3	0.1
15	COc1ccccc1CNC(=O)CC1C(=O)NCCN1Cc1c(F)cccc1Cl (centres undefined)	-0.5	13	-3	0.1
16	Cc1c(Cl)cccc1N=Cc1nc(-c2ccc(Cl)cc2)oc1O	-1.3	7	6	0.1
17	COc1ccccc1NC1=NC(CO)(CO)CS1	2.8	1	-9	-0.2
18	Cc1ccccc1/[N+]([O-])=C/c1cccs1	-0.2	14	3	0.0
19	COc1ccc(NC(=O)Nc2nnc(COc3cc(C)ccc3C)s2)cc1	-0.9	16	7	0.0
20	O=C(CSc1nnc(-c2ccco2)o1)NC(c1ccccc1)c1ccccc1	0.4	2	9	-0.2
21	COc1ccc(CN2C[C@@H]3C[C@@H](/C=C/c4ccc(O)c(OC)c4)N4CCC[C@@]34C2=O)cc1	-2.9	6	0	0.4
22	COCCNc1nc2ccccc2n2c(C)nnc12	-1.1	-16	-3	-0.1
23	CC(O)c1nc2ccccc2n1Cc1ccccc1 (centres undefined)	-0.4	14	3	0.3
24	O=C(c1ccc(Br)o1)N1N=C(c2cccs2)CC1c1ccc(Br)cc1 (centres undefined)	1.0	-9	7	0.0
25	Cc1ccc(CNC(=O)CCN2C(=S)NC(C)(C)CC2C)o1 (centres undefined)	-0.8	4	-4	0.1
26	Cc1ccc(-n2nc3c(c2NC(=O)C2CC2)CS(=O)(=O)C3)c(C)c1	0.3	1	-4	-0.1
27	CCOc1ccc2cc(-c3nnc(Nc4ccccc4)s3)c(=O)oc2c1	-0.1	-4	3	-0.1
28	O=[N+]([O-])c1ccc(-c2nc(Cc3ccccc3Cl)no2)cc1	-0.8	12	11	-0.2
29	Cn1cc(C(=O)NCc2ccc(F)cc2Cl)c2c3ccccc3n(C)c2c1=O	0.2	5	-11	0.2
30	NC(=O)C1(N2CCCCC2)CCN(C2CC(=O)N(c3cccc(Cl)c3)C2=O)CC1 (centres undefined)	1.2	9	3	0.0
31	COc1cc(C(=O)N2CCN(c3ccccn3)CC2)cc(OC)c1OC	-0.6	5	2	-0.1
32	Cc1cc(Br)ccc1OCC(=O)N1CCN(C=O)CC1	-1.7	-11	3	0.0
33	Cc1cc(C)n(CCN(C)C(=O)CCc2nnc(-c3ccccc3)o2)n1	-0.6	-7	-11	0.0
34	COc1ccc(C(CC(=O)O)NC(=O)c2ccc(C)c([N+](=O)[O-])c2)cc1 (centres undefined)	-0.9	8	-1	-0.1
35	COc1ccc(C(=O)NNC(=O)c2ccccc2Cl)cc1	0.2	12	5	0.0
36	Cc1ccc2c(CNCc3ccc(Cl)cc3)c(C(=O)O)n(C)c2c1	-2.4	-3	5	0.0
37	CCOc1ccc(C(=O)Nc2ccc(C(=O)OC)cc2)cc1Br	0.2	14	3	0.2
38	CC(C)c1ccc(NC(=O)C2C3C=CC4(O3)C2C(=O)N(CCc2ccccc2Cl)C4C(=O)NC2CCCCC2C)cc1 (centres undefined)	0.2	0	-10	0.2
39	Cc1ccc(NS(=O)(=O)/C=C/c2ccccc2)cc1	-0.3	11	2	-0.2
40	CCOC(=O)CN1CC(O)=C(C=NCc2ccccc2)C1=O	7.4*	16	0	0.1
41	CCc1ccc(N2C(=O)c3ccccc3NC2c2ccc(Br)cc2)cc1 (centres undefined)	1.0	1	-40	0.0
42	N#Cc1ccc(NC(=O)COC(=O)c2ccc(N3CCCCCC3)c([N+](=O)[O-])c2)cc1	2.2	2	4	0.2
43	CS(=O)(=O)/N=C1\C=C(S(=O)(=O)c2ccccc2)C(=O)c2ccccc21	-1.0	0	-10	0.4
44	Cc1n[nH]c(=S)n(/N=C/c2cc(Cl)ccc2Cl)c1=O	-1.4	14	5	-0.2
45	CCc1csc2ncc(C(=O)N3CCOCC3)c(=O)n12	2.4	0	6	0.1
46	COc1ccc2c(CC(=O)OCC(=O)c3ccccc3)coc2c1	2.1	17	4	0.1
47	Cc1cc(C)n(-c2ccc(NN)nn2)n1	-0.2	1	11	0.5
48	Nc1c(S(N)(=O)=O)cc(S(N)(=O)=O)c(Cl)c1Cl	-0.4	14	11	-0.1
49	COc1ccc(NC(=O)Nc2ccc3c(c2)CCC(=O)N3CCC(C)C)cc1	-1.5	6	18	0.0
50	NC(=O)c1ccsc1NC(=O)c1ccc([N+](=O)[O-])s1	3.1	0	8	0.2
51	O=c1[nH]c2ccc(S(=O)(=O)N3CCC(Cc4ccccc4)CC3)cc2[nH]c1=O	-0.2	0	-9	1.1
52	OC1CCCN(Cc2ccc(Cl)cc2Cl)C1 (centres undefined)	-0.3	11	2	0.9
53	O=C1Nc2ccccc2Oc2ccc([N+](=O)[O-])cc21	1.3	1	-7	0.2
54	CC1CN(C(=O)Nc2ccc(Cl)cc2)c2ccccc2O1 (centres undefined)	0.4	4	-5	0.3
55	CCOC(=O)CC(=O)CSc1nc2c(sc(=S)n2-c2ccccc2)c(=O)[nH]1	0.5	-11	-1	0.1
56	COCCNc1nc2c(c(=O)n(C)c(=O)n2C)n1Cc1cc(OC)ccc1Cl	0.3	5	2	0.0
57	COc1ccc(C(=O)Nc2ccc(NC(=O)c3ccc(C(C)(C)C)cc3)cc2)cc1OC	2.2	-4	14	-0.1
58	COc1ccc(CCNC(=O)c2cc(C)cc(C)c2)cc1OC	0.6	4	3	-0.3
59	CCOC(=O)c1cnc2ccc(Br)cc2c1Nc1ccc(N(C)C)cc1	-0.2	8	-3	0.1
60	Cc1nn(C(C)C(=O)NC2CCCc3ccccc32)c(=O)c2cc3sccc3n12 (centres undefined)	-0.6	8	7	0.0

Entries of single compounds from above. Values in the order: GPR151 ag | MITF inh | TEAD-YAP inh | FBW7 act
Shown for COc1ccc(CN2C[C@@H]3C[C@@H](/C=C/c4ccc(O)c(OC)c4)N4CCC[C@@]34C2=O)cc1 = -2.9 | 6 | 0 | 0.4
Shown for COc1ccc(NC(=O)Nc2nnc(COc3cc(C)ccc3C)s2)cc1 = -0.9 | 16 | 7 | 0.0

Further entries follow.
nr	SMILES	GPR151 ag	MITF inh	TEAD-YAP inh	FBW7 act
61	O=C(CSCc1ccc(Cl)c(Cl)c1)Nc1ccc(O)cc1C(=O)O	-1.5	-2	-13	0.2
62	COc1ccccc1N1CCN(CC(S)COCc2ccccc2)CC1 (centres undefined)	1.3	26	12	0.2
63	O=C1C2CCCCC2C(=O)N1c1ccc(NC2=NCCS2)c([N+](=O)[O-])c1 (centres undefined)	-0.1	-7	9	-0.2
64	Cc1ccc(-n2[nH]c(C)c(C=Nc3ccc(Br)cc3)c2=O)cc1	0.3	5	6	0.0
65	COc1ccc(OC)c(N(CC(=O)NC(C)(C)C)S(=O)(=O)c2ccc(C)cc2)c1	-0.8	2	7	0.1
66	CCN(CC)c1nc2nonc2nc1Nc1cccc(Br)c1	-0.4	6	1	0.4
67	Cc1ccc2nc(/C=C/c3cccc([N+](=O)[O-])c3)oc(=O)c2c1	-0.8	-1	3	-0.1
68	Cc1cccc(C)c1NC(=O)CN(c1cc(C(F)(F)F)ccc1Cl)S(=O)(=O)c1ccccc1	-0.8	12	18	0.2
69	O=C(COC(=O)c1ccc([N+](=O)[O-])o1)Nc1ncc(C(F)(F)F)cc1Cl	0.2	11	19	0.5
70	N#Cc1ccccc1N1C(=O)c2ccc([N+](=O)[O-])cc2C1=O	-0.2	-4	-2	-0.1
71	CCOC(=O)c1[nH]c(C)c(C(=O)OCc2nnc(-c3ccc(Cl)cc3)o2)c1C	-1.7	8	-1	0.2
72	O=C(Cc1c(C(=O)O)[nH]c2ccccc12)NCCCN1CCCCCC1	0.8	21	-2	0.0

The closing 5 records of the section above lead into the next:
nr	SMILES	GPR151 ag	MITF inh	TEAD-YAP inh	FBW7 act
68	Cc1cccc(C)c1NC(=O)CN(c1cc(C(F)(F)F)ccc1Cl)S(=O)(=O)c1ccccc1	-0.8	12	18	0.2
69	O=C(COC(=O)c1ccc([N+](=O)[O-])o1)Nc1ncc(C(F)(F)F)cc1Cl	0.2	11	19	0.5
70	N#Cc1ccccc1N1C(=O)c2ccc([N+](=O)[O-])cc2C1=O	-0.2	-4	-2	-0.1
71	CCOC(=O)c1[nH]c(C)c(C(=O)OCc2nnc(-c3ccc(Cl)cc3)o2)c1C	-1.7	8	-1	0.2
72	O=C(Cc1c(C(=O)O)[nH]c2ccccc12)NCCCN1CCCCCC1	0.8	21	-2	0.0
73	CC(C)CC1(C2CCN(C(=O)C3CCC3)CC2)NC(=O)N(Cc2cccs2)C1=O (centres undefined)	-0.5	3	-3	0.0
74	O=C1Cc2cc(S(=O)(=O)NCc3ccco3)cc3c2N1CCC3	0.4	1	1	-0.1
75	CCOC(=O)C1=C(C)NC(=O)NC1c1ccc(N(CC)CC)cc1 (centres undefined)	-0.8	9	1	-0.2
76	CN(C)C(=O)NC(Nc1cccc(Cl)c1)C(Cl)(Cl)Cl (centres undefined)	0.0	1	17	0.0
77	O=C(c1cccs1)N(Cc1cccnc1)c1nc2ccc(Br)cc2s1	0.8	-6	-5	-0.1
78	Cc1ccc(C(=O)CC(C(=O)O)c2c[nH]c3ccccc23)cc1 (centres undefined)	-0.5	3	-4	-0.1
79	Cc1cccc(N(C)c2ccnc3c(-c4ccccc4CO)cnn23)c1	-0.3	-17	-26	0.1
80	CCCOCCOC(=O)C1=C(C)NC2=C(C(=O)CC(C)(C)C2)C1c1ccc(Br)cc1 (centres undefined)	-1.3	-7	6	0.4
81	O=C(NCc1ccccc1)c1ncoc1-c1ccccc1C(F)(F)F	0.4	22	-7	0.4
82	O=C(NCCCn1ccnc1)C(=O)NCCc1ccccc1	-0.5	7	5	0.2
83	CCCC1=C(C(=O)OCC)C(c2ccc(Cl)cc2)n2ncnc2N1 (centres undefined)	-0.2	13	3	-0.1
84	COCCNc1ccnc2c(-c3ccccc3)cnn12	-2.3	6	3	0.1

Brought forward from above: two compounds, then new ones.
nr	SMILES	GPR151 ag	MITF inh	TEAD-YAP inh	FBW7 act
83	CCCC1=C(C(=O)OCC)C(c2ccc(Cl)cc2)n2ncnc2N1 (centres undefined)	-0.2	13	3	-0.1
84	COCCNc1ccnc2c(-c3ccccc3)cnn12	-2.3	6	3	0.1
85	CC(C)c1ccc(NC(=O)CCn2c(=O)oc3ccccc32)cc1	-0.3	-18	3	0.0
86	O=C(Nc1ccon1)c1ccc(S(=O)(=O)N2CCOCC2)cc1	3.9	13	2	0.1
87	COc1ccc(C2NC(=O)NC(C)=C2C(=O)Nc2ccc(C)c(C)c2)cc1OC (centres undefined)	0.6	30	5	0.1
88	CCC(C)c1ccc(N2C(=O)c3ccccc3NC2c2ccc(Cl)cc2)cc1 (centres undefined)	-0.9	9	-16	0.1
89	COC(=O)C1=C(C(=O)OC)[C@@H]2Nc3ccccc3[C@@]23C[C@@H](C(=O)OC)N(C(=O)c2ccco2)C3=N1	-0.8	11	.	0.0
90	N#CC1=C(N)N(c2sc3c(c2C#N)CCCCC3)C2=C(C(=O)CCC2)C1c1ccccc1 (centres undefined)	0.6	0	14	-0.3
91	Cc1ccccc1-n1c(=O)c2ccccc2n(CC(=O)NCc2ccco2)c1=O	0.8	-5	-5	-0.1
92	COc1ccc(S(=O)(=O)N(C)CC(=O)NC2CC2)cc1OC	0.2	0	2	-0.2
93	Cc1ccc(C(=O)Nc2nnc(COc3ccc(C(C)(C)C)cc3)s2)cc1	3.7	-9	-1	0.0
94	Cc1cccc(Oc2nc3ccccn3c(=O)c2/C=C(\C#N)C(=O)NCC2CCCO2)c1 (centres undefined)	-7.6	14	15	-0.1
95	Cc1ccc2c(c1)c1c3n2CCN(C(=O)c2ccccc2)C3CCC1 (centres undefined)	0.1	10	-8	-0.5
96	CCOc1ccc(NC2=CC(=O)CC(C)(C)C2)cc1	-0.8	25	-1	0.7
97	O=CN1CCCN(C2CCN(c3ccc(C(=O)N4CCc5ccccc5C4)cc3)CC2)CC1	0.0	-7	0	-0.1
98	COc1cccc(OCCSc2nc3ncnc(N)c3[nH]2)c1	0.1	7	-11	-0.1
99	Cc1cc(C)cc(OCC(=O)NNC(=O)C2COc3ccccc3O2)c1 (centres undefined)	-0.6	-7	8	0.0

An unsorted share of the library, and some 3.4% of all compounds hit somewhere here.
